EphB4 ephrin blk – EphB4-ephrin-B2 interaction antagonism | EphB4 LBD / TNYL-RAW-Alexa532 peptide, fluorescence polarization | inhibition, % at 7 µM | 97,000 compounds, 0.15% hits | AID 720;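 active means inhibition above the screen-wide mean inhibition plus 3 SD, cut at about 15% in these data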;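 further: 0% = DMSO wells and 100% = excess unlabeled TNYL-RAW peptide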
Target sequence (P54760 whole entry, looked up, the tested form may be a part): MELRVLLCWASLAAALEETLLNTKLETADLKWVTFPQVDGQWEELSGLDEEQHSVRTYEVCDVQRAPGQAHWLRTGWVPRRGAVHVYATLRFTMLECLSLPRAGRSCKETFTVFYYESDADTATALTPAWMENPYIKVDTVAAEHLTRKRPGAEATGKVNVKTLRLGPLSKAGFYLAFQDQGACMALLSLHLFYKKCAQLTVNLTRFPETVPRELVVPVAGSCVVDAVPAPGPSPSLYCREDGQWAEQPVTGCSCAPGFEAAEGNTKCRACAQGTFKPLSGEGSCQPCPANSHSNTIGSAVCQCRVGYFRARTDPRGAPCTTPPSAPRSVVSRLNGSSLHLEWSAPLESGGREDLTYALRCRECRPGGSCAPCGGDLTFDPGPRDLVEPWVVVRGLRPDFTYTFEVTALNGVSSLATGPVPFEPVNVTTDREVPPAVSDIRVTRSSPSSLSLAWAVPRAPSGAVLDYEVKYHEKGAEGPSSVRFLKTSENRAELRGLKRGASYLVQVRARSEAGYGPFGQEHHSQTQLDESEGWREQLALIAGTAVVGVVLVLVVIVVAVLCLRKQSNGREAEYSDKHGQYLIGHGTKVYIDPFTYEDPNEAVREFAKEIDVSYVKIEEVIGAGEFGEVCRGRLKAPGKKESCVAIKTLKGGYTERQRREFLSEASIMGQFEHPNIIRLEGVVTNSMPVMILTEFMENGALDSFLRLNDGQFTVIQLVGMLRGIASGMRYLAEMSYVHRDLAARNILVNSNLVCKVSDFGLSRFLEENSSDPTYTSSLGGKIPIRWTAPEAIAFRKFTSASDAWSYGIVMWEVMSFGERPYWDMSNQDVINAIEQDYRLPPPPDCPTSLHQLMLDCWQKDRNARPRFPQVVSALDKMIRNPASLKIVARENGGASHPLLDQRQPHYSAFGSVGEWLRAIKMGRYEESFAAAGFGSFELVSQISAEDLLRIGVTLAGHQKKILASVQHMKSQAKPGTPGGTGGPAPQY
PLAP act – human PLAP activation; P05187; purified PLAP enzyme, luminescent substrate read-out; hits give high values; activation fold at 20 µM; 96,000 compounds, 1.2% hits; in the data active means activation fold above about 2
S1P2 ag – activates the human S1P2 receptor; 97,000 compounds, 0.46% hits; S1P2-expressing cell line, agonist reporter read-out; activation, % at 4.5 µM; AID 729; O95136; in the data active means activation above about 16%;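 further: 0% = vehicle low control and 100% = maximal reference agonist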
MT1-MMP txn act – MT1-MMP promoter transcription activation | HT1080 MT1-MMP promoter luciferase reporter, luminescence, overnight; hits give high values | activation factor at 10 µM | 86,000 compounds, 0.16% hits;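 active means activation factor of at least 2 for MT1-MMP transcription at 10 µM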
HIV Rev-RRE inh – disrupts HIV-1 Rev binding to RRE RNA; P05866; Rev peptide-RRE RNA binding, FRET; 97,000 compounds, 0.79% hits; inhibition, % at 8 µM;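 active means inhibition above the screen-wide mean plus 3 SD, cut at about 35% in these data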;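 further: 0% = median DMSO wells and 100% = median Neomycin B control wells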
Target sequence (P05866 whole entry, looked up): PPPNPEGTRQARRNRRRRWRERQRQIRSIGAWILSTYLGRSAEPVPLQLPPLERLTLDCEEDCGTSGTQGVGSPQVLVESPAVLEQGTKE
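Assay system: Labelled RRE RNA duplex and labelled Rev peptide | Times: 5 min preincubation and 15 min binding, 25 °C | Detection: FRET, ex 480 nm, em 540 and 671 nm | Evaluation: % inhibition of FRET ratio versus controls | Benchmarks: DMSO wells as 0% and neomycin B wells as 100% inhibition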
FAK inh – blocks human focal adhesion kinase activity; biochemical FAK kinase activity assay; 97,000 compounds, 0.84% hits; inhibition, %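 (tested at 7 µM)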; Q05397; in the data active means inhibition above about 19%;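 further: 0% = DMSO and 100% = reference compound high control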
S1P2 blocker – blocks the human S1P2 receptor | O95136 | cell-based S1P2 antagonist assay, inhibition at 5 uM | 97,000 compounds, 0.21% hits | AID 736 | inhibition, % at 5 µM; in the data active means inhibition above about 45%;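 further: CRE beta-lactamase reporter cells expressing human S1P2 stimulated with S1P; 0% = agonist at EC80 alone and 100% = agonist plus reference antagonist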
Plk1 PBD FP – inhibitors of human Plk1 polo box domain binding | 97,000 compounds, 0.13% hits | Plk1 PBD phosphopeptide binding, fluorescence polarization | inhibition, %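 (tested at about 20 µM)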; in the data active means inhibition above about 34%, passing the limit was not always enough
PLK1 kinase inh – PLK1 (human) kinase inhibition | P53350 | recombinant PLK1 kinase, TR-FRET peptide phosphorylation | inhibition, % at 10 µM | 97,000 compounds, 0.53% hits;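 active means inhibition of 50% or more in the single-concentration screen; inactive means inhibition below 50%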;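 further: 0% = DMSO max control and 100% = H-89 dihydrochloride min control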
* marks the source's active call; other numbers are inactive results; . = not tested or not shown.

SMILES	EphB4 ephrin blk	PLAP act	S1P2 ag	MT1-MMP txn act	HIV Rev-RRE inh	FAK inh	S1P2 blocker	Plk1 PBD FP	PLK1 kinase inh
Cc1sc2nc(SCC(=O)NCCO)n(C)c(=O)c2c1C	-5.2	0.9	-2.7	1.2	-0.8	-0.2	-14.3	29.6	-1.8
Cn1c(=O)[nH]c(=O)c2[nH]c(NCCCN3CCOCC3)nc21	-0.2	0.9	-4.1	1.1	4.7	1.3	-0.7	-8.6	-11.6
Cc1[nH]c(-c2ccc3c(c2)OCO3)nc1C(=O)O	-1.1	0.9	0.4	.	3.5	-5.1	7.8	-1.8	1.8
O=C(CSc1ccc2nnc(-c3ccccc3)n2n1)NCc1ccco1	-5.4	0.9	-1.4	1.3	-0.8	-0.1	-0.8	10.3	-8.2
c1ccc(Oc2cnc3ccccc3n2)cc1	-7.7	1	-5.3	.	3.0	-0.3	-4.3	-21.1	-7.1
CCc1nc2sc(C)c(C)c2c(=O)n1CCO	-6.3	0.9	-6.3	1.1	-0.5	-2.5	-2.5	5.6	-3.5
CC(C)C(=O)Nc1ccc(Cc2ccc(NC(=O)C(C)C)c(O)c2)cc1O	-8.0	1.5	-3.4	1.1	-0.2	-0.5	-3.8	2.0	5.2
COC(=O)c1c(C(=O)OC)c(-c2ccc(C)cc2)n2c1CCC2	-6.4	1.1	-10.8	.	0.0	-4.2	-30.4	23.1	-2.5
CCc1cc2c(=O)c(Oc3ccccc3F)c(C)oc2c(CN(C)C)c1O	-0.8	1.2	-1.6	1.1	5.5	-3.1	6.1	7.7	-13.5
Cc1cccc(C(=O)NC(=S)N2CCN(C)CC2)c1	-1.8	0.9	-7.4	.	3.5	-1.4	16.6	22.0	-11.6
O=C(CSc1nc2ccccc2c(=O)n1CC1CCCO1)N1CCN(c2ccccc2)CC1 (stereo unspecified)	-3.3	.	-4.5	1.1	1.2	0.1	-9.6	-24.4	-6.8
CS(=O)(=O)C1=C(O)C(=O)N(CCCC(=O)O)C1c1ccccc1F (stereo unspecified)	-5.8	0.9	-3.3	1.1	1.7	-4.3	-3.0	-12.1	-19.5
CN(C(N)=S)c1ccccc1	0.2	1	-9.4	.	5.4	-1.3	12.9	-12.4	6.2
CCN(C(=O)c1cccc(F)c1)c1ccccc1C	4.5	1	-5.0	1.1	0.8	1.2	-8.6	12.1	-9.6
Cc1ccc(OCCCN2C(=O)C(=O)c3cccc(C)c32)cc1	-2.1	0.9	-2.8	1.1	15.6	3.6	-19.1	7.4	-12.2
O=C(CC1Oc2ccc(Cl)cc2NC1=O)NC1CCCCCC1 (stereo unspecified)	-6.7	1	-3.7	1	-1.5	-0.3	-5.4	16.9	-2.2
O=C(NC12CC3CC(CC(C3)C1)C2)c1ccc(=O)oc1	-11.8	1.1	-8.1	1.1	-3.3	1.7	1.6	2.2	3.4
Cc1ccc(N2C(=O)c3ccccc3C2(O)c2ncc[nH]2)cc1 (stereo unspecified)	5.3	1.1	-1.9	1.2	6.6	-1.6	-5.4	-7.3	-5.5
CCCCOC(=O)c1ccc(NC(=S)NC(=O)c2c(Cl)cnn2CC)cc1	2.1	1	-4.8	.	6.2	6.0	5.5	2.2	-9.9
O=C(C/C=N/OCc1c(Cl)cccc1Cl)c1cnc(-c2ccccc2)s1	1.2	1	-0.6	.	9.0	1.0	6.6	-22.2	-7.6

Complete entries as entered above.
O=C(NC12CC3CC(CC(C3)C1)C2)c1ccc(=O)oc1 in the list: EphB4 ephrin blk: -11.8; PLAP act: 1.1; S1P2 ag: -8.1; MT1-MMP txn act: 1.1; HIV Rev-RRE inh: -3.3; FAK inh: 1.7; S1P2 blocker: 1.6; Plk1 PBD FP: 2.2; PLK1 kinase inh: 3.4
CCN(C(=O)c1cccc(F)c1)c1ccccc1C in the list: EphB4 ephrin blk: 4.5; PLAP act: 1; S1P2 ag: -5.0; MT1-MMP txn act: 1.1; HIV Rev-RRE inh: 0.8; FAK inh: 1.2; S1P2 blocker: -8.6; Plk1 PBD FP: 12.1; PLK1 kinase inh: -9.6

Later entries.
SMILES	EphB4 ephrin blk	PLAP act	S1P2 ag	MT1-MMP txn act	HIV Rev-RRE inh	FAK inh	S1P2 blocker	Plk1 PBD FP	PLK1 kinase inh
Cn1cnnc1SC(C(=O)Nc1cc(Cl)cc(Cl)c1)c1ccccc1 (stereo unspecified)	2.5	1	-8.4	1.1	0.8	-0.1	15.6	-3.6	-9.5
Cc1ccc(S(=O)(=O)Cn2nnnc2C(c2ccccc2)N2CCN(c3ncccn3)CC2)cc1 (stereo unspecified)	4.1	1.7	-7.5	1.2	4.2	2.3	-6.0	5.4	4.1
CC(=O)C1=C(C)NC(SCC(=O)c2ccccc2)=C(C#N)C1CC(C)C (stereo unspecified)	-3.5	1.2	-5.5	1.1	10.9	2.1	-11.8	34.1	-8.2
COC(=O)c1ccc(CSc2nnnn2-c2ccc(C)cc2C)o1	-2.3	1.6	-1.7	1.1	12.5	1.8	-18.5	-12.9	-11.2
COc1ccc(C2NC(=O)NC(O)(C(F)(F)F)C2C(=O)c2ccccc2)cc1OC (stereo unspecified)	3.1	1.4	-7.4	.	5.5	-1.6	-12.2	5.4	-8.9
Cn1c(=O)c2c(nc(NCc3ccc4c(c3)OCO4)n2C)n(C)c1=O	1.8	0.9	-0.4	1.1	3.6	-3.0	-23.5	-10.2	-7.5
CCC(Sc1ncnc2c1nnn2-c1ccc(F)cc1)C(=O)OC (stereo unspecified)	-2.0	1	-1.8	1.3	0.1	5.9	10.6	-1.6	-1.5
CCc1cccc(CC)c1NC(=O)CSc1nnc(C(C)C)n1CC	5.8	1.5	-3.7	1.2	8.0	3.6	2.8	-3.9	1.2
COc1cccc(-c2noc(C(C)n3nc(C)c([N+](=O)[O-])c3C)n2)c1 (stereo unspecified)	-2.0	0.9	-4.7	.	10.6	2.0	16.7	12.8	-11.1
O=C1CC(Nc2ccc(N3CCOCC3)cc2)C(=O)N1c1ccccc1F (stereo unspecified)	7.0	.	-5.0	1.1	5.7	-3.8	22.8	-16.4	2.6
Cc1ccccc1-n1nc2c(c1NC(=O)COc1ccc(Cl)cc1)CS(=O)C2 (stereo unspecified)	-4.9	1.6	-2.3	1.1	-0.1	2.0	-9.6	-22.0	-14.4
C/C(=N/Oc1nc(C)cc(C)n1)c1ccc(F)cc1	8.0	1	-5.3	1.5	2.7	-5.2	4.2	15.2	-14.8
OCc1nnn(-c2cccc(C(F)(F)F)c2)c1CO	3.6	1	-4.4	1.2	11.9	0.6	14.5	8.5	-2.0
COc1ccc(OC)c(-c2nnc(NC(=O)C(C)Sc3nncn3C)s2)c1 (stereo unspecified)	3.8	1.2	0.2	1.2	9.8	5.2	-8.4	-3.5	-10.3
Cc1ccc2ccccc2c1COC(=O)c1nonc1N	-3.8	0.8	-0.8	1.1	10.4	2.2	-5.6	-5.7	-9.5
CC(C)CCn1c(Sc2nc3ccccc3s2)nc2c1c(=O)[nH]c(=O)n2C	1.8	0.9	-4.4	1.2	-0.6	4.7	-14.5	-12.3	-3.1
FC(F)(F)c1nc2nncn2c2c1CCCCC2	0.3	0.9	-5.1	1.1	9.1	-1.0	7.8	-5.3	-12.6
O=C(NCc1ccco1)C1CCN(S(=O)(=O)c2ccc(-n3cnnn3)cc2)CC1	-7.3	1	-2.0	1.2	2.6	-2.3	9.2	2.7	1.6
Cc1cc(C)nc(SCc2nnc(SCC(=O)Nc3ccc(Cl)c(C(F)(F)F)c3)o2)n1	-3.5	1.2	-7.3	1.1	13.3	-2.6	-12.6	-2.4	-0.7
CC(C)(C)NC(=S)NCc1cccnc1	-6.8	1	-0.5	.	6.8	-6.0	17.2	1.5	-7.7

Next part (3 carried over from the part before).
SMILES	EphB4 ephrin blk	PLAP act	S1P2 ag	MT1-MMP txn act	HIV Rev-RRE inh	FAK inh	S1P2 blocker	Plk1 PBD FP	PLK1 kinase inh
O=C(NCc1ccco1)C1CCN(S(=O)(=O)c2ccc(-n3cnnn3)cc2)CC1	-7.3	1	-2.0	1.2	2.6	-2.3	9.2	2.7	1.6
Cc1cc(C)nc(SCc2nnc(SCC(=O)Nc3ccc(Cl)c(C(F)(F)F)c3)o2)n1	-3.5	1.2	-7.3	1.1	13.3	-2.6	-12.6	-2.4	-0.7
CC(C)(C)NC(=S)NCc1cccnc1	-6.8	1	-0.5	.	6.8	-6.0	17.2	1.5	-7.7
Cc1cc(C(=O)CSc2nc3ccccc3o2)c(C)n1C1CC1	-5.4	0.9	-0.8	1.4	0.8	-1.1	-2.1	16.4	-5.8
COC(=O)c1ccc(C(=O)OC)c(NC(=S)N2CCN(c3ccccc3)CC2)c1	1.0	1.3	-8.3	.	-2.9	1.1	4.1	15.9	6.9
Cc1ccc(S(=O)(=O)N(CC(=O)N2CCCC2)C2CCCCC2)cc1	0.1	.	0.4	1.2	1.1	1.1	-7.6	-8.2	-9.6
O=c1c2ccsc2ncn1Cc1cccc(C(F)(F)F)c1	12.5	1	-2.3	.	-2.0	-3.1	0.4	26.4	-6.8
O=c1cc(CO)oc(CN2CCCC2)c1O	-2.6	1.1	-6.9	1	6.8	-3.2	7.7	2.9	-1.4
CC/C(C)=N/Nc1nc2sc3c(c2c(=O)[nH]1)CC(C)(C)OC3	0.7	1.1	1.0	.	13.7	-1.9	15.9	18.3	-14.7
CC(C)(C)NC(=O)c1ccc(Sc2ccccc2)c([N+](=O)[O-])c1	-1.2	0.8	-2.9	.	15.0	0.0	-7.7	-11.9	-10.0
O=C(/C=C/c1ccccc1)NCCSc1ccc(Cl)cc1	-1.9	0.8	-3.5	.	9.8	-3.0	6.2	3.2	2.5
CCCCC(=O)NCCc1ccc(S(N)(=O)=O)cc1	-5.0	0.9	0.6	1.2	3.3	0.8	5.4	-9.7	-12.8
Cc1ccc(/C=C2/CCc3c([nH]c4ccccc34)C2=O)cc1	0.1	0.8	-2.5	.	7.1	5.1	5.6	12.6	-2.5
CNc1nc(C)c(C(=O)c2ccc(Cl)cc2)s1	2.4	0.9	-6.0	.	8.2	-2.0	-29.1	-13.9	23.3
CCN(CC)S(=O)(=O)c1cc(F)ccc1OC	2.8	.	0.9	1.3	3.7	-2.4	-30.6	14.1	-15.9
Cc1ccc(C)n1CCN1CCN(CC(=O)Nc2ccc(S(N)(=O)=O)cc2)CC1	-3.1	1.3	-3.6	1	3.8	2.2	22.1	9.5	0.8
Cc1csc(Nc2ccccc2C(F)(F)F)n1	-10.4	1.1	-3.5	1.2	20.0	0.1	8.8	-16.7	-9.6
O=C(COC(=O)C1(c2ccc(F)cc2)CCCC1)N1CCN(C(=O)c2ccco2)CC1	-7.0	1.6	-6.2	1.1	6.4	0.3	-6.7	24.8	-15.4
CCOC(=O)C1CCN(C(=O)COc2ccc(N(C)S(=O)(=O)c3cccs3)cc2)CC1	2.1	1.6	-5.3	1.3	5.5	-1.5	6.6	46.2	-13.2
N/C(=N\OC(=O)c1ccc(F)cc1)c1ccccc1	4.5	0.8	-4.2	.	2.9	-0.1	6.4	-2.4	-2.6
CCOCC(=O)Nc1c(C(=O)Nc2ccccc2OC)oc2ccccc12	8.9	1.2	-6.1	1	7.8	6.6	21.4	-11.4	-8.3
CCOc1ccc(-n2c(COc3ccccc3)nnc2SCC(N)=O)cc1	4.0	1.6	-10.4	1	3.2	3.5	8.7	38.3	-9.0
CCOC(=O)c1ccc(-n2c(N)c(C(=O)NCC3CCCO3)sc2=S)cc1 (stereo unspecified)	-5.8	1.3	-3.1	1.1	-5.1	-3.9	-2.3	-14.5	-7.2
O=C(NCC1CCCO1)C(c1ccc(F)cc1)N(Cc1ccc(F)cc1)C(=O)Cn1nnc(-c2cccs2)n1 (stereo unspecified)	-0.2	.	-8.6	1.1	5.4	-1.7	-5.3	8.8	-7.6
CN(C)CCCNC(=O)CC(c1ccccc1)c1ccccc1O (stereo unspecified)	-2.4	1	-3.9	1	5.0	-3.1	-11.1	-13.8	-11.4

High-throughput results: PubChem, several laboratories
